TrxR1 substrate = is turned over as a substrate by rat TrxR1; O89049; purified TrxR1 substrate turnover, NADPH consumption readout; Potency, µM (highest dose often 114 µM), without a hit: at the top dose activity change, negative = substrate turnover; 0.01% of 390,000 active; AID 588456; further: potency means the concentration at half of the fitted maximal effect; on the % scale 0 is the no-effect control and ±100 the full control effect; nearly all actives have a fitted effect of over 50% in size
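Rat TrxR1, dispensed at 90 nM, was prereduced with 400 uM NADPH (final) for 5 min at ~22 deg C, then incubated with compound 15 min before 400 uM selenite. A first-read NADPH fluorescence drop versus no-compound background flagged substrates.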
USP1 inh = blocks the human USP1/UAF1 deubiquitinase complex. recombinant USP1/UAF1, Ub-Rhodamine cleavage fluorescence. Potency, µM (titrated, usually from 57.1 µM), for inactives: at the highest dose activity change, negative = inhibition, hits mostly inhibitors. 0.23% of 390,000 active. AID 743255; further: potency means the concentration at half of the fitted maximal effect; on the % scale 0 is the no-effect control and ±100 the full control effect; nearly all actives have a fitted effect of over 60% in size; inactives centre near -12
Target sequence (O94782 whole entry, looked up): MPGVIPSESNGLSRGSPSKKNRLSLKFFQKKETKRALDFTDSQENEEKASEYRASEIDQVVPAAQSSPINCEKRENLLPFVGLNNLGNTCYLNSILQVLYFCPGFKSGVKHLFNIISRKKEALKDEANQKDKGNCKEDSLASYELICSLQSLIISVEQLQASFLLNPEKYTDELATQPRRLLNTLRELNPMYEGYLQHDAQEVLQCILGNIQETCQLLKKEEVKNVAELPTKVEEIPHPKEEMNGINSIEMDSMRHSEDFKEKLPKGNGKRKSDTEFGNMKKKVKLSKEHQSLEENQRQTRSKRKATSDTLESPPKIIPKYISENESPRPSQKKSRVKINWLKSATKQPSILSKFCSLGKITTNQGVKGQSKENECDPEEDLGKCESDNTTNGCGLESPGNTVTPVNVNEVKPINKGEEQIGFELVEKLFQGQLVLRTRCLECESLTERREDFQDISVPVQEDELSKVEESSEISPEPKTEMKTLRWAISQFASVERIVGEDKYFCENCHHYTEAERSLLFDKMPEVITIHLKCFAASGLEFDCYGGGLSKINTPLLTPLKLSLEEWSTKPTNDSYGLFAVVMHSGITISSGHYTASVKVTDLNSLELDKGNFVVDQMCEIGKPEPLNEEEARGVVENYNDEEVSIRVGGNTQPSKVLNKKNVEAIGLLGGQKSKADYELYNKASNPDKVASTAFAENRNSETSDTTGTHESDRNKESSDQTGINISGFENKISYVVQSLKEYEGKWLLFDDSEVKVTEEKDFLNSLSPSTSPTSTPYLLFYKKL
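1 nM enzyme complex + cpd, 15 min RT; start with Ub-Rho 150nM final; kinetic fluorescence ex 480/em 540, 6 reads q60 s. Buffer 50mM HEPES pH 7.8, 0.5mM EDTA, 0.1 mg/ml BSA, 1mM TCEP, 0.01% Tween-20.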
Vif-A3F inh = blocks the Vif interaction with APOBEC3F | Potency, µM (top dose mostly 46.1 µM), without a hit: at the top dose activity, negative = active | HeLa A3F-eYFP + Vif (tagged APOBEC3F with the HIV-1 protein that degrades it), YFP fluorescence increase | 0.2% of 390,000 active | AID 602313; further: potency means the concentration at half of the fitted maximal effect; % of control where 0% means no effect; nearly all actives have a fitted effect of over 65% in size
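HeLa cells stably expressing A3F-eYFP plus Vif, plated and incubated overnight at 37 deg C, then exposed to compounds overnight at 37 deg C. Blocked degradation read as raised yellow fluorescence (Ex 488/Em 500-530).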
Glioma ERSR ind = inducers of ER stress response in human glioma cells. AID 602332. 0.02% of 420,000 active. Potency, µM, for inactives: at the top dose activation, hits mostly activators. U87-MG GRP78 promoter luciferase reporter, 16 h; further: potency means the concentration at half of the fitted maximal effect; series mostly up to about 76 µM; % of control where 0% means no effect; nearly all actives have a fitted effect of over 35% in size
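ERSR induction read as luciferase luminescence (Bright-Glo, 10 min at room temperature) in stably transfected human U87-MG glioma cells exposed to compounds for 16 h, using GRP78 as sensor.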
mIDH1 inhibitor = inhibitors of human mutant IDH1 R132H; 0.093% of 390,000 active; Potency, µM (top dose mostly 76.6 µM), for inactives: top-dose activity change, negative = inhibition, most hits filed as inhibitors; IDH1-R132H enzyme, NADPH consumption, diaphorase/resazurin fluorescence; further: potency means the concentration at half of the fitted maximal effect; on the % scale 0 is the no-effect control and ±100 the full control effect; nearly all actives have a fitted effect of over 65% in size
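IDH1-R132H (0.5 ug/mL dispensed) in pH 7.5 Tris buffer was preincubated 30 min with compound, then given a substrate mix of 0.016 mM NADPH and 2 mM alpha-KG for 80 min at room temperature; remaining NADPH was read by diaphorase/resazurin fluorescence.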
RGS4 inhibitor = inhibitors of human regulator of G protein signaling 4 | AID 504845 | 0.039% of 390,000 active | Transcreener GDP fluorescence polarization, RGS4-accelerated GTP hydrolysis | Potency, µM (highest dose often 114 µM), inactives show at the highest dose activity change, negative = inhibition, actives largely listed as inhibitors; further: potency means the concentration at half of the fitted maximal effect; on the % scale 0 is the no-effect control and ±100 the full control effect; nearly all actives have a fitted effect of over 75% in size; some results filed as inactive show a strong effect at the top dose
Target sequence (P49798 whole entry, looked up): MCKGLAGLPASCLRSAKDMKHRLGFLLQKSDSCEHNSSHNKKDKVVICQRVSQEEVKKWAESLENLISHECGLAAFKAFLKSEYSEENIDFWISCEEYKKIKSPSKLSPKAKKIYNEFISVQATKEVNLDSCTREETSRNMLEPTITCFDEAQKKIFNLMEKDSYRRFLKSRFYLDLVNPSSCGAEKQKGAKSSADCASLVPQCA
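MLSMR compounds (23 nl, pin-transferred) preincubated 10 min at room temperature with a 500nM (2x) first reagent, then RGS4 at 900nM (2x) plus Transcreener GDP mix added; fluorescence polarization (620/688 nm) read before and after 90 min at 30 °C.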
TrxR1 inh = inhibitors of rat thioredoxin reductase 1 | Potency, µM (titrated, usually from 114 µM), inactives show at the highest dose activity change, negative = inhibition, actives largely listed as inhibitors | recombinant rTrxR1, NADPH fluorescence consumption, selenite substrate | AID 588453 | 1% of 390,000 active; further: potency means the concentration at half of the fitted maximal effect; on the % scale 0 is the no-effect control and ±100 the full control effect; nearly all actives have a fitted effect of over 65% in size
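Rat TrxR1 (90 nM in the dispensed reagent) was pre-reduced with 400 uM NADPH for 5 min at room temperature, then incubated with compound for 15 min. After 400 uM selenite was added, NADPH fluorescence (Ex 340/Em 450 nm) was followed for 8 min.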
LDHA block = inhibitors of human lactate dehydrogenase A; 0.15% of 480,000 active; purified LDHA, NADH/diaphorase-resazurin fluorescence; active compounds read low; P00338; activity change, % (values are at about 110 or 230 µM); in the data active means activity change below about -30%; inconclusive means mostly about -25% to -30%;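 further: plate controls were DMSO wells for no effect and wells without enzyme for full effect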
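Enzyme activity of human lactate dehydrogenase 5 (2 nM; 0.06 mM NADH, 0.2 mM pyruvate, 5 min, RT) is measured via a resazurin/diaphorase fluorescence readout of residual NADH.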
Vif-A3G inh = blocks the Vif interaction with human APOBEC3G | 0.076% of 410,000 active | Potency, µM (top dose mostly 46.1 µM), for inactives: at the highest dose activity, negative = active, actives largely listed as inhibitors | Q9HC16 | HeLa A3G-eYFP + Vif (tagged APOBEC3G with the HIV-1 protein that degrades it), YFP fluorescence, overnight;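 further: potency means the concentration at half of the fitted maximal effect; on the % scale 0 is the no-effect control and ±100 the full control effect; nearly all actives have a fitted effect of over 60% in size; hits raise eYFP signal because A3G escapes Vif-driven loss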
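Read-out is eYFP fluorescence (Ex 488/Em 500-530) from Vif-expressing HeLa A3G-eYFP cells; more signal means A3G escaped Vif-mediated degradation. Cells plated overnight, compound pinned in, incubated overnight at 37 deg C.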
Numbers without * were called inactive; ? = inconclusive; nt = no result given; & = joins results of further samples; ! = not active in a repeat; [ ] = another dose, or the depositor's remark. Unless noted, the call rests on the fitted dose curve; in most records, active means well fitted curve in the direction sought with a large enough effect; inconclusive means small, poorly fitted or top-dose-only effect, or another doubt; inactive means no such curve, though single readings can be large; an effect the other way counts as inactive or inconclusive. The list is partial, so the mix of outcomes need not match the whole.

SMILES	TrxR1 substrate	USP1 inh	Vif-A3F inh	Glioma ERSR ind	mIDH1 inhibitor	RGS4 inhibitor	TrxR1 inh	LDHA block	Vif-A3G inh
CCn1ncc(CN2CCCC(C(=O)c3cccc(OC(C)C)c3)C2)c1C (stereo not given)	2%	3%	2%	0%	2%	-14%	8%	-2	1%
CCOC(=O)c1c(C)nc2c(c1-c1ccc(OC)cc1)C(=O)CC(C)(C)C2	-8%	1%	1%	-3%	0%	-12%	-3%[57.1 µM]	0	-1%
O=c1c2cc(C(F)(F)F)ccc2sn1-c1ccccc1	nt	?	0%	2%	-1%	nt	nt	-10	-13%
CCCCN(C)C(=O)c1cc2cc3cc(OC)ccc3nc2o1	120%[activator]	-7%	2%	4%	6%	18%	7%	-17	-9%
O=C1CC(C(=O)O)c2ccccc2N1 (stereo not given)	-9%	-2%	-14%	-3%	16%	14%	9%	-6	0%
CN(CC(=O)Nc1c(Cl)cccc1Cl)C(=O)c1cccc(-n2cccc2)c1	5%[57.1 µM]	-14%	6%	0%	-2%	-12%	11%[57.1 µM]	-37*!	-7%
Cc1ccsc1C(=O)NCc1ccc(F)cc1	2%	-22%	-1%	-2%	12%	10%	16%	3	0%
CCOC(=O)C1C(=O)C=C(c2cccs2)CC1c1ccccc1C (stereo not given)	-4%	-22%	-1%	-2%	-1%	-4%	-3%	2	4%
Oc1ccccc1/C=N/N1CCN(c2ccccn2)CC1	1%	-27%	7%	0%	0%	7%	9%	-7	2%
COc1cc(/C=C(/C#N)c2ccc(F)cc2)ccc1OCc1ccc(C(=O)O)o1	-6%	-8%	-5%	9%	6%	-47%	2%	-2	2%
Cc1c(C(=O)N2CCCCCC2)c(S(=O)(=O)NCc2ccccc2)c(C)n1C	-4%[57.1 µM]	-13%	1%	-3%	-12%	-14%	3%[57.1 µM]	-4	1%
Cc1ccc(C(=O)NC(O)C(Cl)Cl)cc1 (stereo not given)	-8%	-12%	-3%	2%	-1%	11%	-1%	-4	-3%
COc1ccccc1OCC(=O)N1CCN(c2ccccc2OC)CC1	-1%	-6%	0%	-2%	4%	9%	-20%	12	3%
Cc1c(S(=O)(=O)c2ccccn2)c(N)n(Cc2ccccc2Cl)c1C	8%[57.1 µM]	-27%	-9%	-3%	-1%	-52%	?	-5	-7%
CCOC(=O)c1c(C)nc2c(c1C)c(=O)oc1ccccc12	-3%	-19%	7%	10%	3%	-16%	11%	-1	2%
NC(=O)C1CC2(C1)CC(C(N)=O)C2 (stereo not given)	11%[57.1 µM]	-7%	3%	-7%	6%	1%	16%[57.1 µM]	2	-3%
O=C(CN1CCCCCC1)Nc1ccc(Oc2ccccc2)cc1	-1%	-10%	1%	0%	1%	1%	4%	0	0%
CCOc1ccc(NC2SC(=O)N(Cc3ccccc3)C2=O)cc1 (stereo not given)	-2%	?	0%	1%	0%	-9%	-11%	-1	4%
CC(NC(=O)COC(=O)C1CC2CCCC(C1)C2=O)c1ccccc1 (stereo not given)	3%	-12%	-2%	-1%	6%	0%	21%	-4	-3%
O=C(CC1SC(N2CCCCC2)=NC1=O)Nc1ccc(C(=O)O)cc1 (stereo not given)	3%	-18%	2%	-4%	-7%	16%	11%	-14	-3%
CCCc1ccc2oc(C(=O)N3CCCC3)c(C)c2c1	7%[57.1 µM]	-20%	6%	1%	4%	-17%	4%[57.1 µM]	-7	-2%
CCOC(=O)CNC(=O)C1COc2ccccc2O1 (stereo not given)	6%	-4%	-10%	-2%	-3%	5%	2%[57.1 µM]	-9	1%
CC[N+]1(C)CC2CCC(C)(C1)C2(C)C (stereo not given)	2%[57.1 µM]	-14%	-8%	-3%	1%	-14%	23%	-31*!	0%
COc1ccc(OC)c(-n2c(SCC(=O)Nc3cccc(S(N)(=O)=O)c3)nc3ccccc3c2=O)c1	-1%	-7%	-1%	2%	6%	-5%	18%	-6	-2%
O=C(c1ccc2c(c1)OCO2)C1CCCN(Cc2ccc3nsnc3c2)C1 (stereo not given)	-4%	-29%	-10%	-3%	-2%	17%	22%	1	1%
More compounds:
SMILES	TrxR1 substrate	USP1 inh	Vif-A3F inh	Glioma ERSR ind	mIDH1 inhibitor	RGS4 inhibitor	TrxR1 inh	LDHA block	Vif-A3G inh
CCOC(=O)C1CCN(C(=O)Nc2ccc(OCc3ccccc3)cc2)CC1	-7%[57.1 µM]	-3%	7%	-2%	11%	-11%	16%[57.1 µM]	-2	0%
CCOC(=O)c1[nH]c2ccc(OCC)cc2c1NC(=O)CN1CCN(c2ccccc2)CC1	30%[activator][57.1 µM]	-6%	6%	7%	1%	21%	8%	2	-4%
CC1CCCN(S(=O)(=O)c2cnc[nH]2)C1 (stereo not given)	5%	-2%	-3%	-5%	10%	12%	35%	-14	4%
O=C(CCCn1c(=O)[nH]c2cc(Cl)ccc2c1=O)NCCCN1CCN(c2ccc(F)cc2)CC1	6%	-21%	3%	-2%	12%	2%	23%	-2	0%
COc1ccc(C2CC(=O)c3cnc4c(-c5ccc(F)cc5)c(C)nn4c3C2)cc1OC (stereo not given)	7%[11.4 µM]	-29%	-2%	-1%	0%	5%	14%	0	-4%
CCOC(=O)c1c(NC(=O)CCc2ccc(CC)o2)sc(C)c1C	1%	-14%	7%	1%	8%	-34%	-10%	-2	-6%
Cc1ccccc1C(=O)NC1CC2CCCC(C1)N2C(=O)Nc1ccccc1 (stereo not given)	10%	-17%	-6%	-3%	-4%	1%	25%	-4	3%
C#CCn1c(C)cc(C)c(S(=O)(=O)c2ccccc2)c1=O	-2%[57.1 µM]	?	6%	3%	1%	-26%	-5%[57.1 µM]	-9	0%
O=C(N=C1SC2CS(=O)(=O)CC2N1c1cccc(F)c1)C1CC1 (stereo not given)	5%	-24%	0%	-4%	-3%	5%	37%[activator]	-6	1%
O=C(COc1nc2ccccc2nc1N1CCOCC1)Nc1cccc(S(=O)(=O)N2CCCCC2)c1	3%	-25%	-1%	-6%	-4%	16%	1%	-5	-7%
Cc1sc2ncnc(OCC(=O)NCC3CCCO3)c2c1C (stereo not given)	20%[57.1 µM]	-10%	6%	-4%	7%	-19%	9%[57.1 µM]	0	0%
COc1cccc(NC(=O)C2CCC(CNS(=O)(=O)c3ccc4c(c3)CC(C)N4C(C)=O)CC2)c1 (stereo not given)	-6%&3%	-10%&6%	1%&1%	-3%&-1%	0%&0%	1%&0%	0%&27%	-7&-2	-8%&2%
CCC(C)C(=O)Nc1ccc(S(=O)(=O)Nc2nccs2)cc1 (stereo not given)	1%	-15%	-5%	0%	-2%	-9%	34%	-4	-5%
O=C(O)c1ccc(N2C(=O)c3ccc(C(=O)c4cccc([N+](=O)[O-])c4)cc3C2=O)cc1	-1%	-4%	-2%	-1%	5%	32%	4%	-10	2%
CCOc1cc(NC(=S)NCC2CCCO2)c(OCC)cc1NC(=O)c1ccc(F)cc1 (stereo not given)	0%[57.1 µM]	-16%	1%	-5%	22%	-21%	-3%[57.1 µM]	-3	1%
CC1(C(=O)NC2CCCC2)CCC(=O)N1CCC1=CCCCC1 (stereo not given)	6%[57.1 µM]	-19%	-12%	-2%	1%	27%	7%[57.1 µM]	4	1%
CCCCOC(=O)c1ccc(NC(=O)CSCc2n[nH]c(=O)[nH]2)cc1	-15%	-11%	4%	1%	-3%	-18%	-13%	0	0%
CC1(c2nnc(-c3ccc(F)cc3)o2)CC(c2cccnc2)=NO1 (stereo not given)	2%[57.1 µM]	-21%	-8%	-2%	-3%	11%	10%[57.1 µM]	-5	3%
O=C/C(=C\Nc1ccccn1)c1nc2ccccc2o1	-7%	-25%	28µM*	3%	7%	5%	-1%	-1	?
COc1ccc(CNC(=O)COC(=O)C2(C)CC2(Cl)Cl)cc1 (stereo not given)	0%	-3%	-8%	0%	-4%	35%	10%	-6	4%
CCSc1nn2c(=O)c3ccccc3nc2s1	-3%	-4%	?	-4%	0%	1%	-13%	-4	0%
COc1ccc(N2CCN(C(=O)CSc3ccccc3N)CC2)cc1	1%	-1%	-5%	-2%	4%	-17%	4%	3	-3%
Cc1ccc(C)c(OCC(=O)Nc2ccc(N3CCOCC3)cc2)c1	11%[57.1 µM]	-22%	?	-4%	16%	-10%	17%[57.1 µM]	2	0%
O=c1c2cnn(-c3ccccc3)c2nc(-c2cccs2)n1-c1ccc(Br)cc1	-3%	-8%	-6%	4%	0%	-5%	-8%	0	1%
COc1ccc(CNCc2ccco2)cc1OCc1ccccc1	8%	5%	-2%	2%	0%	20%	10%	-22	0%
COc1cc(OC)c(OC)cc1CN1CCc2nc(N3CCN(c4ncccn4)CC3)ncc2C1	2%[57.1 µM]	-34%	-5%	-2%	-7%	-11%	-3%[57.1 µM]	7	4%

3 compounds from above, reduced to TrxR1 inh, mIDH1 inhibitor and RGS4 inhibitor.
Compound	TrxR1 inh	mIDH1 inhibitor	RGS4 inhibitor
COc1cccc(NC(=O)C2CCC(CNS(=O)(=O)c3ccc4c(c3)CC(C)N4C(C)=O)CC2)c1 (stereo not given)	0%&27%	0%&0%	1%&0%
CCC(C)C(=O)Nc1ccc(S(=O)(=O)Nc2nccs2)cc1 (stereo not given)	34%	-2%	-9%
CC1(c2nnc(-c3ccc(F)cc3)o2)CC(c2cccnc2)=NO1 (stereo not given)	10%[57.1 µM]	-3%	11%
